G9a block = G9a (human) methyltransferase inhibition. Q96KQ7. G9a H3K9 monomethylation, AlphaScreen, 2 h. Potency, µM (doses to about 102 µM), inactives show at the top dose activity, negative = inhibition, most hits filed as inhibitors. 350,000 tested, 8.8% active. AID 504332; also: potency is read from the fitted curve at half-maximal effect; % is scaled to controls: 0 for no effect and ±100 for the full control effect; nearly all actives have a fitted effect of over 75% in size
Target sequence (Q96KQ7 913-1193 limits assumed): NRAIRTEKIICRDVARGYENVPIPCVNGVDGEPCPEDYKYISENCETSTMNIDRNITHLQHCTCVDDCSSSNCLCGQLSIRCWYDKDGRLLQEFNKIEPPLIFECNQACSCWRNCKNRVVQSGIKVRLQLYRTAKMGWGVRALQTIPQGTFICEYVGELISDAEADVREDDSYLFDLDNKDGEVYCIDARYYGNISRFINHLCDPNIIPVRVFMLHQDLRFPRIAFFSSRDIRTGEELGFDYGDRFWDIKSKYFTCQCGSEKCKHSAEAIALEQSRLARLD
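G9a (20 nM) was preincubated 15 min with compound, then reacted 2 h at room temperature with 500 nM biotin-H3K9 peptide and 20 µM SAM. Monomethyl-H3K9 detected by AlphaScreen using anti-H3K9me1 antibody.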
PI4K2A inh = PI4K2A (human) kinase inhibition; Q9BTU6; purified PI4K2A, ADP-Glo luminescence, 1 h; active compounds read low; activity change, negative = inhibition, % at 76.9 µM; 420,000 tested, 0.13% active; in the data active = activity change below about -50%; inconclusive = mostly about -30% to -49%;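 also: -100% = wells without enzyme as full effect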
Target sequence (Q9BTU6 whole entry, looked up): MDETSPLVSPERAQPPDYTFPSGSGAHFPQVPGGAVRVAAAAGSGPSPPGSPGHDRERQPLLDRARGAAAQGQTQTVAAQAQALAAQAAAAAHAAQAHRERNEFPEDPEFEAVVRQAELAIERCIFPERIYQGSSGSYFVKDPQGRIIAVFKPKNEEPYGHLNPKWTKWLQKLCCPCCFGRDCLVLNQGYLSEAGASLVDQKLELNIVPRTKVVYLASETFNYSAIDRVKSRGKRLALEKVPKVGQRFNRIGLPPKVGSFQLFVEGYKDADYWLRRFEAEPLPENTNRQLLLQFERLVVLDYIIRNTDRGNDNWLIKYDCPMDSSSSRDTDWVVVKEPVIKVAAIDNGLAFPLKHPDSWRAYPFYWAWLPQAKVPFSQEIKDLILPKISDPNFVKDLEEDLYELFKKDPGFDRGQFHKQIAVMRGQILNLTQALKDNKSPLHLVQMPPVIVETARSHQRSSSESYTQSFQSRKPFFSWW
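ADP-Glo luminescence measured ADP generated by PI4K2A enzyme (4 ug/mL before mixing) with 1.2 mM PI substrate (pre-mix) and 300 microM ATP (pre-mix). Tris pH7.5 buffer with MgCl2, Triton X-100; 1 h reaction at ambient temperature.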
ERG Ets-DNA blk = blocks human ERG Ets domain binding to DNA; P11308; fluorescence polarization, His-ERG Ets domain / labelled DNA; Potency, µM (top dose mostly 76.9 µM), for the others: at the top dose FP activity, negative = inhibition, hits mostly inhibitors; 370,000 tested, 0.028% active; AID 624246; active = well fitted inhibition curve with a large enough effect in the polarisation, with a control signal flat; inconclusive = small, poorly fitted or top-dose-only effect, or effect the other way, or a change in a side signal; inactive = no such curve, though single readings can be large or run the other way; the % refers to the polarisation;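 also: polarization taken with two DNA probes labelled with fluorescein and Texas red; potency is read from the fitted curve at half-maximal effect; % of control where 0% means no effect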
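His-tagged ERG Ets domain (1 uM in the protein solution; 300mM KCl, 50mM Tris-HCl, 1mM EDTA, 1mM DTT, pH 7.5) received compound, then a probe mix of 5 nM fluorescein-DNA and 100nM Texas-615-DNA. Fluorescence polarization was read for both dyes.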
HP1b chromo inh = HP1-beta chromodomain-methylated histone interaction inhibition; P83916; Potency, µM (titrated, usually from 114 µM), for inactives: at the highest dose activity change, negative = inhibition, actives largely listed as inhibitors; AlphaScreen HP1-beta / biotin-H3K9me3 peptide binding; AID 540317; 390,000 tested, 0.56% active; also: potency is read from the fitted curve at half-maximal effect; nearly all actives have a fitted effect of over 70% in size; inactives centre near 23
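Compound inhibition of the preformed complex between 50 nM HP1-beta and 50 nM biotinylated H3K9me3 peptide was read by AlphaScreen. Buffer was PBS pH 7.4 with 0.01% Tween-20. Incubations ran 30 min at room temperature, with 10 ug/mL donor/acceptor beads.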
PGK inhibitor = inhibitors of T. brucei phosphoglycerate kinase; PGK/GAPDH coupled, Kinase-Glo luminescence, 60 min; 380,000 tested, 0.043% active; P07378; Potency, µM (highest dose often 57.5 µM), for inactives: at the top dose activity change, negative = inhibition, most hits filed as inhibitors; also: potency is read from the fitted curve at half-maximal effect; % is scaled to controls: 0 for no effect and ±100 for the full control effect; nearly all actives have a fitted effect of over 60% in size
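Luminescent ATP detection (Kinase-Glo Plus) follows a 60-minute room-temperature incubation, with wells lacking PGK as controls. Buffer: 100 mM TEA (pH 7.6), 5 mM MgCl2, 0.01% Tween-20. Coupling enzyme GAPDH (100 nM final) supplies unstable 1,3-BPG in-well.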
Pin1 inhibitor = blocks the human prolyl isomerase Pin1 | 390,000 tested, 0.009% active | Potency, µM (titrated, usually from 115 µM), inactives show at the top dose activity, negative = inhibition, hits mostly inhibitors | Pin1 FP peptide displacement, HiFluor488, 10 min | Q13526; active = well fitted inhibition curve with a large enough effect in the polarisation, with a control signal flat, not every such curve was filed as active; inconclusive = small, poorly fitted or top-dose-only effect, or effect the other way, or a change in a side signal; inactive = no such curve, though single readings can be large or run the other way; the % refers to the polarisation; also: potency is read from the fitted curve at half-maximal effect; % is scaled to controls: 0 for no effect and ±100 for the full control effect
Target sequence (Q13526 whole entry, looked up): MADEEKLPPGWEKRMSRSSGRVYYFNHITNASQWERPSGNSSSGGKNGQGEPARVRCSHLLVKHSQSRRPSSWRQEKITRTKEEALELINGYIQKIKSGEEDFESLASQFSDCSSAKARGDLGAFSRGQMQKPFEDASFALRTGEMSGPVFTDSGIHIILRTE
JMJD2A Tudor inh = blocks the human JMJD2A Tudor domain. 390,000 tested, 4.4% active. Potency, µM (doses to about 114 µM), inactives show at the top dose activity change, negative = inhibition, usual class: inhibitors. AlphaScreen JMJD2A-Tudor / H3K4me3 peptide binding. O75164; also: potency is read from the fitted curve at half-maximal effect; % is scaled to controls: 0 for no effect and ±100 for the full control effect; nearly all actives have a fitted effect of over 50% in size
BAZ2B inh = inhibitors of human BAZ2B bromodomain; 360,000 tested, 4.4% active; Potency, µM (titrated, usually from 114 µM), inactives show at the top dose activity change, negative = inhibition, actives largely listed as inhibitors; Q9UIF8; AlphaScreen BAZ2B-H3K14Ac peptide displacement; AID 504333; also: potency is read from the fitted curve at half-maximal effect; % is scaled to controls: 0 for no effect and ±100 for the full control effect; nearly all actives have a fitted effect of over 60% in size
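AlphaScreen displacement: compounds (up to 110uM) incubated 30 min at room temperature with a preformed 50 nM BAZ2B/50 nM biotinylated H3K14Ac peptide complex in PBS pH 7.4 with Tween-20. Donor and acceptor beads at 10 ug/mL final added, 20 min light-protected before reading.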
GLS inhibitor = inhibitors of human glutaminase (GLS); 410,000 tested, 0.21% active; GLS enzymatic activity, qHTS titration; Potency, µM (series often up to 45.5 µM), for inactives: top-dose activity change, negative = inhibition, hits mostly inhibitors; also: potency is read from the fitted curve at half-maximal effect; % is scaled to controls: 0 for no effect and ±100 for the full control effect
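Coupled fluorescence readout: glutamate oxidase/HRP/Amplex Red detect glutamate formed by hKGA from L-glutamine (1 mM solution added). Buffer 45 mM KH2PO4 pH 8.2, 0.02% Tween-20; reads at t0 and 30 min RT.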
An asterisk follows results filed as active; [ ] = remark or other dose. Unless noted, calls follow the shape of the dose curve; as a rule, active = well fitted curve in the direction sought with a large enough effect; inconclusive = small, poorly fitted or top-dose-only effect, or another doubt; inactive = no such curve, though single readings can be large; an effect the other way counts as inactive or inconclusive.

How did CCOc1ccc(/C=N/NC(=O)c2cc(-c3cccn3C)n[nH]2)cc1 do in these assays?
G9a block: -30%; PI4K2A inh: -1; ERG Ets-DNA blk: -3%; HP1b chromo inh: 11%; PGK inhibitor: inactive; Pin1 inhibitor: -2%; JMJD2A Tudor inh: -11%; BAZ2B inh: -25%; GLS inhibitor: 0%

Results for CCCCN(CCCC)CCNC(=O)CN1C(=O)COc2ccc(S(=O)(=O)N3CCOCC3)cc21 ?
G9a block: -4%; PI4K2A inh: 3; ERG Ets-DNA blk: -6%; HP1b chromo inh: 26%; PGK inhibitor: inactive; Pin1 inhibitor: -7%; JMJD2A Tudor inh: -24%; BAZ2B inh: -22%; GLS inhibitor: 16%

What do the screens show for `CS(=O)(=O)N(CC(=O)NCCSCc1ccccc1)c1ccccc1Br`?
PI4K2A inh: -1; ERG Ets-DNA blk: -2%; HP1b chromo inh: 30%; PGK inhibitor: -7%; Pin1 inhibitor: -7%; JMJD2A Tudor inh: -15%; BAZ2B inh: -17%; GLS inhibitor: 1%

What do the screens show for `COC(=O)c1cn(C(=O)OC)c2ccccc12`?
G9a block: -45%; PI4K2A inh: 0; ERG Ets-DNA blk: 6%; HP1b chromo inh: 25%; PGK inhibitor: -9%; Pin1 inhibitor: 4%; JMJD2A Tudor inh: 3%; BAZ2B inh: -2%; GLS inhibitor: -1%

What do the screens show for `CC(C)NC(=O)C(=O)NCCCOC(C)C`?
G9a block: 12%; PI4K2A inh: -11; ERG Ets-DNA blk: -1%; HP1b chromo inh: 13%; PGK inhibitor: -7%; Pin1 inhibitor: 1%; JMJD2A Tudor inh: -13%; BAZ2B inh: 0%; GLS inhibitor: 9%

Results for O=C(NC(=S)Nc1cc([N+](=O)[O-])ccc1Cl)c1ccccc1 ?
G9a block: 12%[12.7 µM]; PI4K2A inh: -12; ERG Ets-DNA blk: 0%; HP1b chromo inh: -6%; PGK inhibitor: 2%; Pin1 inhibitor: 0%; JMJD2A Tudor inh: -20%; BAZ2B inh: -8%; GLS inhibitor: -1%

What do the screens show for `CCOC(=O)N1CCN(C(=O)C2CC(=O)N(c3ccc(C)cc3)C2)CC1` (stereo unspecified)?
G9a block: -13%[0.501 µM]; PI4K2A inh: 0; ERG Ets-DNA blk: 2%; HP1b chromo inh: 45%[activator]; PGK inhibitor: inactive; Pin1 inhibitor: -6%; JMJD2A Tudor inh: 4%; BAZ2B inh: 2%; GLS inhibitor: 0%

What do the screens show for `O=C(CN1CCCN(S(=O)(=O)c2ccc(Br)cc2)CC1)Nc1cccc(C(F)(F)F)c1`?
G9a block: inconclusive; PI4K2A inh: 4; ERG Ets-DNA blk: 2%; HP1b chromo inh: 42%[activator]; PGK inhibitor: inactive; Pin1 inhibitor: 6%; JMJD2A Tudor inh: -13%; BAZ2B inh: -16%; GLS inhibitor: 2%

How did O=C(c1cccc(-n2cccc2)c1)N1CCN(S(=O)(=O)c2ccc(F)cc2)CC1 do in these assays?
PI4K2A inh: -15; ERG Ets-DNA blk: -5%; HP1b chromo inh: 19%; PGK inhibitor: -2%; Pin1 inhibitor: 16%; JMJD2A Tudor inh: -26%; BAZ2B inh: inconclusive; GLS inhibitor: -6%

Results for O=C(CCN1C(=O)c2ccccc2C1=O)Nn1cnnc1 ?
G9a block: 21%; PI4K2A inh: -10; ERG Ets-DNA blk: -5%; HP1b chromo inh: 29%; Pin1 inhibitor: 1%; JMJD2A Tudor inh: -6%; BAZ2B inh: 9%; GLS inhibitor: -4%

What do the screens show for `COc1cccc(C2CC(c3ccccc3)=NN2S(=O)(=O)c2ccc(C)cc2)c1OC` (stereo unspecified)?
G9a block: inconclusive; PI4K2A inh: 0; ERG Ets-DNA blk: 9%; HP1b chromo inh: 1%; PGK inhibitor: -1%; Pin1 inhibitor: 91%[activator]; JMJD2A Tudor inh: -19%; GLS inhibitor: 4%

How did CN(C)Cc1cccc([N+](=O)[O-])c1O do in these assays?
G9a block: 50µM*; PI4K2A inh: -8; ERG Ets-DNA blk: -8%; HP1b chromo inh: 22%; PGK inhibitor: -5%; Pin1 inhibitor: -14%; JMJD2A Tudor inh: -21%[11.4 µM]; BAZ2B inh: -17%; GLS inhibitor: 18%

What do the screens show for `O=C(O)c1ccc(CNC(=O)c2ccc3c(c2)OCCO3)cc1`?
G9a block: -16%; PI4K2A inh: 1; ERG Ets-DNA blk: -3%; HP1b chromo inh: 23%; PGK inhibitor: 3%; Pin1 inhibitor: 0%; JMJD2A Tudor inh: -19%; BAZ2B inh: -17%; GLS inhibitor: 4%

What do the screens show for `COc1ccc(NC(C)=O)cc1C`?
G9a block: 8%; PI4K2A inh: -5; ERG Ets-DNA blk: 10%; HP1b chromo inh: 11%; PGK inhibitor: -4%; Pin1 inhibitor: 0%; JMJD2A Tudor inh: -12%; BAZ2B inh: -4%; GLS inhibitor: 0%

What do the screens show for `CC1Cc2cc(/C(O)=C3/C(=O)C(=O)N(Cc4cccnc4)C3c3cccc(O)c3)ccc2O1` (stereo unspecified)?
G9a block: inconclusive; PI4K2A inh: -8; ERG Ets-DNA blk: -3%; HP1b chromo inh: 61%[activator]; PGK inhibitor: inactive; Pin1 inhibitor: 4%; JMJD2A Tudor inh: 14%; BAZ2B inh: -20%; GLS inhibitor: 0%

What do the screens show for `O=C(O)CCC(=O)NC1CCCCC1`?
G9a block: 14%[12.7 µM]; PI4K2A inh: -1; ERG Ets-DNA blk: -3%; HP1b chromo inh: 43%[activator]; PGK inhibitor: -6%; Pin1 inhibitor: -10%; JMJD2A Tudor inh: -5%; BAZ2B inh: 10%; GLS inhibitor: 7%

Results for CCCCCOCC1CC(C/C(C)=N/NC(N)=S)C(=O)O1 (stereo unspecified) ?
G9a block: 15%; PI4K2A inh: 1; ERG Ets-DNA blk: 0%; HP1b chromo inh: -11%; PGK inhibitor: 4%; Pin1 inhibitor: -14%; JMJD2A Tudor inh: inconclusive; BAZ2B inh: -3%; GLS inhibitor: -19%

What do the screens show for `Cc1cccc(C)c1NC(=O)COC(=O)c1cc(S(=O)(=O)Nc2ccc(Cl)cc2)ccc1O`?
PI4K2A inh: -1; ERG Ets-DNA blk: -16%; HP1b chromo inh: 35%[activator]; PGK inhibitor: -9%; Pin1 inhibitor: -6%; JMJD2A Tudor inh: -12%; GLS inhibitor: 5%

How did CCCn1c(=S)[nH]c2cc(C(=O)N3CCN(C4CCCCC4)CC3)ccc2c1=O do in these assays?
G9a block: -48%; PI4K2A inh: -1; ERG Ets-DNA blk: -6%; HP1b chromo inh: 55%[activator]; PGK inhibitor: -11%; Pin1 inhibitor: 1%; JMJD2A Tudor inh: -8%; BAZ2B inh: -22%; GLS inhibitor: -2%

How did COC(=O)/C(=C/c1cn(C(C)=O)c2ccccc12)[N+](=O)[O-] do in these assays?
G9a block: inconclusive; PI4K2A inh: 4; ERG Ets-DNA blk: 3%; HP1b chromo inh: -13%; PGK inhibitor: -7%; Pin1 inhibitor: 2%; JMJD2A Tudor inh: -18%; BAZ2B inh: -19%; GLS inhibitor: -13%

Results for O=C(Cc1cccs1)N/N=C/C=C/c1ccco1 ?
G9a block: 40µM*; PI4K2A inh: -15; ERG Ets-DNA blk: inconclusive; HP1b chromo inh: 28µM*; PGK inhibitor: -3%; Pin1 inhibitor: -17%; JMJD2A Tudor inh: inconclusive; BAZ2B inh: 45µM*; GLS inhibitor: 2%

What do the screens show for `CCc1ccc2[nH]c3nc(C)cc(C)c3c(=O)c2c1`?
G9a block: 16%[59 µM]; PI4K2A inh: 2; ERG Ets-DNA blk: 1%; HP1b chromo inh: 102%[activator]; PGK inhibitor: 4%; Pin1 inhibitor: -4%; JMJD2A Tudor inh: -27%; BAZ2B inh: -3%; GLS inhibitor: 5%

What do the screens show for `N#CCCSCc1ccc(OCC(=O)O)cc1`?
G9a block: 8%[12.7 µM]; PI4K2A inh: 6; ERG Ets-DNA blk: 4%; HP1b chromo inh: 14%; PGK inhibitor: 1%; Pin1 inhibitor: -4%; JMJD2A Tudor inh: -24%; BAZ2B inh: 3%; GLS inhibitor: -3%

Results for CCOC(=O)Cc1nnc(NC(=O)COc2ccc(F)cc2)s1 ?
G9a block: 21%[59 µM]; PI4K2A inh: -3; ERG Ets-DNA blk: -10%; HP1b chromo inh: 28%; PGK inhibitor: -4%; Pin1 inhibitor: 5%; JMJD2A Tudor inh: 6%; BAZ2B inh: 6%; GLS inhibitor: -5%

What do the screens show for `CC/C(=N\NC(=O)c1ccc(CN(C)S(=O)(=O)c2ccc(C)cc2)cc1)c1ccc(OC(F)F)cc1`?
G9a block: 2%[59 µM]; PI4K2A inh: 0; HP1b chromo inh: 24%; PGK inhibitor: 0%; Pin1 inhibitor: 1%; JMJD2A Tudor inh: -26%; BAZ2B inh: -5%; GLS inhibitor: 17%

High-throughput results from PubChem BioAssay.
